Source: PubChem BioAssay (several laboratories)
Mcl1-Bid inh = disrupts binding of human Mcl-1 to Bid peptide. Q07820. TR-FRET Mcl-1/Bid-Dy647 peptide binding, 1536-well. inhibition, % at 21.7 µM. 220,000 tested, 0.97% active. AID 1021;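 active = compounds that cut the binding signal by more than half at the single screening dose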;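 also: His-tagged Mcl-1 with europium anti-His antibody binding Bid BH3 peptide; 0% = Mcl-1 plus peptide wells and 100% = peptide-only wells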
Target sequence (Q07820 whole entry, looked up): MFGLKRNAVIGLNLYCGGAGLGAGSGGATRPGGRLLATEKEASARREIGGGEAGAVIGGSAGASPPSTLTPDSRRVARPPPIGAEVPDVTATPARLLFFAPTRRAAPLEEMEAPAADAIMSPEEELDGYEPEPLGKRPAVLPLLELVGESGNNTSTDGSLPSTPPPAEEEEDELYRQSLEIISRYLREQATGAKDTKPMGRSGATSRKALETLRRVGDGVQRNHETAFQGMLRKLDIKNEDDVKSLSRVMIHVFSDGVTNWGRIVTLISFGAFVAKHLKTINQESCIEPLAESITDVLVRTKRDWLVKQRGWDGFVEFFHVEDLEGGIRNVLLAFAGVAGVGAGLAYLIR
RGS7-Gao = regulators of human RGS7-Galphao interaction; Multiplexed bead flow cytometry, RGS7-Galphao binding; actives lie on both sides; binding response (% of control), % at 10 µM; 220,000 tested, 0.35% active; AID 1439; in the data active = binding response below about 49% or above about 150%; inconclusive = no clear call, values can overlap the other calls; inactive = in between;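 also: fluorescent Galphao held in activated GDP-AlF4 state binding bead-coupled RGS7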
RGS4-Gao reg = human RGS4-Galphao interaction regulation; 220,000 tested, 0.33% active; P09471; AID 1415; Multiplexed bead flow cytometry, RGS4-Galphao binding; actives lie on both sides; binding response (% of control), % at 10 µM; in the data active = binding response below about 49% or above about 150%; inactive = in between;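 also: fluorescent Galphao activated with aluminum fluoride binding bead-coupled RGS4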
Mcl-1 Bim block = disrupts Bim peptide binding to human Mcl-1; Bead-based flow cytometry, Bim peptide-Mcl-1 binding; inhibition, % at 10 µM; 190,000 tested, 0.1% active; AID 1009;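 also: 0% = no compound tracer wells and 100% = peptide blocker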
Bim-Bcl-2 = human Bim-Bcl-2 interaction inhibition | inhibition, % at 10 µM | AID 950 | 190,000 tested, 0.06% active | Bead-based flow cytometry, Bim peptide-Bcl-2 binding | P10415; in the data active = inhibition above about 40%; inconclusive = no clear call, values can overlap the other calls;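 also: 0% = no compound wells with probe peptide and 100% = reference peptide inhibitor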
Target sequence (P10415 whole entry, looked up): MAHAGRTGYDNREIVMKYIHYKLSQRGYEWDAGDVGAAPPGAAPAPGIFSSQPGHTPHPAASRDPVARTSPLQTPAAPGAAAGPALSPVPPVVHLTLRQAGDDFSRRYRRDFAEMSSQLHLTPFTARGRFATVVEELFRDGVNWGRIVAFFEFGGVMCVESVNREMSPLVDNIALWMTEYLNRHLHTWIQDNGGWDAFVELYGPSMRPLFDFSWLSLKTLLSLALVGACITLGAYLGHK
Bfl-1 Bim block = inhibitors of Bim-Bfl-1 interaction, human; Bead-based flow cytometry, Bim-Bfl-1 binding inhibition; 190,000 tested, 0.12% active; inhibition, % at 10 µM; AID 1008; Q16548;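 also: 0% = wells without compound plus tracer and 100% = blocker peptide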
RGS8-Gao = regulators of human RGS8-Galphao interaction; P09471; multiplexed bead flow cytometry, RGS8-Galphao binding; actives lie on both sides; response (percent of control binding), % at 10 µM; 220,000 tested, 0.34% active; AID 1423; in the data active = response below about 60% or above about 140%; inactive = in between;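 also: Galphao activated as the GDP aluminium fluoride complex binding bead-coupled RGS8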
Bim-Bcl-XL = inhibitors of Bim-Bcl-XL interaction, human | Q07817 | Bim peptide-Bcl-XL binding, bead flow cytometry, fluorescence | inhibition, % at 10 µM | 190,000 tested, 0.04% active
Target sequence (Q07817 whole entry, looked up): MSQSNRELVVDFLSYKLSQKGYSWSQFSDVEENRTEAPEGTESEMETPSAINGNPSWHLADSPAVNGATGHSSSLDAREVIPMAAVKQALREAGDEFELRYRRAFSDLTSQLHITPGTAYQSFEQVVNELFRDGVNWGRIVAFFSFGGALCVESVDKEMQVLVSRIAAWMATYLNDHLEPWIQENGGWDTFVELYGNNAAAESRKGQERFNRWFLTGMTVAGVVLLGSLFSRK
Mcl1-Noxa inh = disrupts binding of human Mcl-1 to Noxa peptide | TR-FRET Mcl-1/Noxa peptide binding, 2 h | inhibition, % at 21.7 µM | 220,000 tested, 1.5% active | AID 1022;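 active = compounds that cut the protein-peptide binding signal by more than 50% relative to plate controls in a single-dose test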;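 also: His-tagged Mcl-1 with rhodamine Noxa BH3 peptide and terbium anti-His antibody; 0% = Mcl-1 plus Noxa peptide wells and 100% = peptide-only wells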
Bim-Bcl-B = disrupts Bim peptide binding to human Bcl-B | bead-based flow cytometry | 190,000 tested, 0.073% active | Q9HD36 | inhibition, % at 10 µM;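 also: 0% = tracer peptide without compound and 100% = reference inhibitor peptide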
Bcl-W Bim block = inhibitors of Bim-Bcl-W interaction, human | Q92843 | bead-based flow cytometry, Bim peptide-Bcl-W binding | inhibition, % at 10 µM | 190,000 tested, 0.02% active;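 also: 0% = bound tracer without compound and 100% = peptide blocker; higher means less fluorescent Bim peptide bound to Bcl-W beads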
Target sequence (Q92843 whole entry, looked up): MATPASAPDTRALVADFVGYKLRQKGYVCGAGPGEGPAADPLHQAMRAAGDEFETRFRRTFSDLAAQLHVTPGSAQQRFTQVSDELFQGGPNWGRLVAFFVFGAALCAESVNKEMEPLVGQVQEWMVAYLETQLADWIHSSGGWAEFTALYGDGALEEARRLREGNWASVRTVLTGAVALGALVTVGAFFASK
Starred values were filed as active, the others as inactive; u = inconclusive; x = not tested or not shown. Rule as the data show it, unless noted: active = inhibition above about 40%.

SMILES	Mcl1-Bid inh	RGS7-Gao	RGS4-Gao reg	Mcl-1 Bim block	Bim-Bcl-2	Bfl-1 Bim block	RGS8-Gao	Bim-Bcl-XL	Mcl1-Noxa inh	Bim-Bcl-B	Bcl-W Bim block
O=C1C2ON(c3ccccc3)C(c3cccnc3)C2C(=O)N1Cc1ccccc1 (configuration not stated)	10	100	97	0	-9	-11	99	5	6	-9	0
CNC(=O)C1Cc2ccccc2CN1S(=O)(=O)c1cccs1 (configuration not stated)	-8	99	100	-4	0	0	103	-8	10	-9	-3
C/C(CCc1ccco1)=N\NC(=O)CNc1cccc2ccccc12	-41	u	97	-1	-1	9	98	4	4	2	2
O=C(Nc1ccccc1C(=O)OCC(=O)N1CCc2ccccc2C1)c1ccco1	-17	103	104	-1	-14	-16	100	-9	-21	-9	-3
CCOc1ccccc1OCC(=O)NCCc1ccc(S(N)(=O)=O)cc1	-5	102	105	-1	-7	-12	108	-4	6	-8	-2
COCCn1c(SCC(=O)c2ccc3c(c2)OCCO3)nnc1C(C)C	-12	100	93	-2	-2	5	98	-5	18	-24	2
Fc1ccc(-c2nnc3sc(C4COc5ccccc5O4)nn23)cc1 (configuration not stated)	-20	98	113	1	3	2	105	0	-16	2	2
CCN(CC)CCN1C(=O)C(=O)/C(=C(/O)c2c(C)[nH]c(C(=O)OC)c2C)C1c1ccccc1 (configuration not stated)	-5	100	98	0	-9	-15	103	0	15	-9	4
COc1ccc(OC)c2[nH]c(=O)c(CCNS(=O)(=O)c3ccc(C)cc3)cc12	1	95	96	-1	0	-6	99	0	3	-2	0
Cc1noc(C)c1S(=O)(=O)Nc1cc(C(F)(F)F)ccc1N1CCOCC1	-12	u	98	x	x	x	100	x	-6	x	x
Cc1nn(C)c(Cl)c1CN1CCC(CO)(CCOc2ccccc2)CC1	-8	100	97	-1	1	-5	96	-2	-2	-9	-5
O=C(NNS(=O)(=O)c1ccc(Cl)cc1)C1CCN(Cc2ccccc2)CC1	-14	103	108	-3	0	1	107	1	1	-1	-1
O=C(c1ccc(S(=O)(=O)Cc2cc(F)ccc2F)c([N+](=O)[O-])c1)N1CCCC1	-22	103	103	-3	0	5	99	-2	-7	-4	-1
OCCNc1nc(N2CCOCC2)nc(N2CCOCC2)n1	-42	107	105	5	1	-5	103	1	-4	-3	3
Cc1c(C(=O)NC(C)CCc2ccccc2)cccc1[N+](=O)[O-] (configuration not stated)	-4	104	106	-1	0	0	106	1	6	2	0
Oc1cnn(-c2ccccc2)c1	-34	94	94	0	-9	-11	92	-3	2	-7	0
Cc1c(NC(=O)c2ccc3c(c2)C(=O)N(CC2CCCO2)C3=O)cccc1C(=O)O (configuration not stated)	29	102	102	-5	-14	-11	98	-10	11	-8	-12
O=C(Nc1ccccc1)N1CCC(C(=O)N(Cc2ccco2)Cc2cccs2)CC1	-8	100	98	0	-5	-13	99	-1	-16	-6	1
CCOCCCNC(=O)CCC(=O)NNc1nc2ccccc2c2nc(-c3ccccc3)nn12	-21	101	102	-1	-6	-2	98	-4	14	-11	0
CC(C)NC(=O)c1ccc2c(=O)n(Cc3ccco3)c(=S)[nH]c2c1	-24	91	94	-1	0	0	93	0	0	0	-2
CC1=Nc2cc(C(=O)NCc3ccco3)ccc2Sc2ccc(C)cc21	-57	95	96	0	0	2	91	-1	13	-1	-2
Cc1ccc(C(=O)COc2ccccc2-c2ccccc2)cc1	-18	98	101	4	6	12	110	9	1	3	6
Cn1c(Cn2c(=O)sc3ccccc32)nnc1SCC(=O)Nc1ccccc1F	-7	106	105	-3	-1	-3	105	-9	-16	-11	-7
O=S1(=O)CCC(NC(=S)N2CCOCC2)C1 (configuration not stated)	-54	98	99	-2	-3	0	101	-2	2	0	0
Cc1ccc(S(=O)(=O)NCC(=O)N(CC(=O)NC2CCCC2)c2ccc3c(c2)OCCO3)cc1	-10	97	100	-1	-6	-12	102	3	x	-3	-1
CCCCCn1c(N)c(-c2nc3ccccc3s2)c2c([N+](=O)[O-])nn(CC)c(=O)c21	-6	101	103	-1	-11	-10	99	-1	-6	-6	4
COc1ccc(/C=N/Nc2nn3cnnc3c3ccccc23)cc1	9	u	102	x	x	x	101	x	57*	x	x
O=C(NC1=NCCS1)c1cccs1	-24	102	102	-2	-14	-15	101	-7	13	-6	0
CN(C)C(=O)c1ccc(-c2cc(C(F)(F)F)nn2C)s1	-10	u	98	x	x	x	101	x	9	x	x
Cc1nn(-c2ccccc2)c2ncc(C(=O)c3cc(Cl)ccc3O)cc12	-8	102	101	-5	-7	-17	102	-11	4	-13	-5
Cc1cc(-c2n[nH]c(=S)n2/N=C/c2cccc(O)c2)n[nH]1	-33	u	104	x	x	x	105	x	9	x	x
CN=C(Nc1cc(C)nn1-c1ccccc1)c1ccccc1F	-28	99	105	-5	-14	-22	103	-4	-6	-8	-3
CCOc1ccccc1OCC(=O)NC1CCCCC1	-9	100	101	-1	-8	-17	99	-6	20	-7	-2
CCCCn1c(=O)c(CCC(=O)OCC(=O)Nc2ccc(F)c(Cl)c2)nc2ccccc21	-1	102	103	15	13	22	103	14	-5	11	11
COC(=O)c1ccc(OS(=O)(=O)c2ccc(NC(C)=O)cc2)cc1	-2	132	129	-5	-5	-3	104	-7	11	-9	-3
O=C(NNc1c(F)c(F)cc(F)c1F)c1cc2ccccc2oc1=O	-39	96	100	2	1	-2	98	-2	9	0	2
COc1ccc2c(C)cc(Sc3nnnn3-c3ccccc3)nc2c1	-6	100	100	-4	-8	-11	102	-7	-4	-11	-6
Cc1ccc(OCC(=O)NC(=S)Nc2ccc(Br)c(C)n2)cc1	15	98	106	-2	-5	-11	99	2	39	-3	-2
c1ccc(-c2n[nH]c3ccccc23)cc1	14	101	104	-3	-9	-12	106	-4	19	-8	1
CCOc1ccc(-c2cc(C(=O)NN3CCN(C)CC3)c3cc(Cl)ccc3n2)cc1	1	107	108	-5	1	-6	109	-4	12	-8	-1
CCOc1ccc(N(CC(=O)Nc2ccc(OC)cc2)S(=O)(=O)c2c(C)noc2C)cc1	-17	99	100	0	-6	-8	100	1	5	-2	3
CCOC(=O)N1CCN(Cc2cn[nH]c2-c2cc3ccccc3o2)CC1	-22	100	102	0	-2	-5	100	-2	7	-3	-1
COc1ccc2c(c1)CCc1c(C(=O)NCCN3CCOCC3)noc1-2	1	100	103	-2	-9	-16	103	-5	14	-6	1
COc1ccc(C2C3=C(CC(C)(C)CC3=O)Oc3ncn(CCCn4ccnc4)c(=N)c32)cc1 (configuration not stated)	-40	88	92	4	-5	-8	98	0	8	-4	8
Cc1c(/C=N/NC(=O)c2ccc(Br)o2)cnn1C	-17	u	102	x	x	x	103	x	-11	x	x

Reformatted in markdown: part of the list above.
| compound | Mcl1-Bid inh | RGS7-Gao | RGS4-Gao reg | Mcl-1 Bim block | Bim-Bcl-2 | Bfl-1 Bim block | RGS8-Gao | Bim-Bcl-XL | Mcl1-Noxa inh | Bim-Bcl-B | Bcl-W Bim block |
| --- | --- | --- | --- | --- | --- | --- | --- | --- | --- | --- | --- |
| Cc1ccc(OCC(=O)NC(=S)Nc2ccc(Br)c(C)n2)cc1 | 15 | 98 | 106 | -2 | -5 | -11 | 99 | 2 | 39 | -3 | -2 |
| c1ccc(-c2n[nH]c3ccccc23)cc1 | 14 | 101 | 104 | -3 | -9 | -12 | 106 | -4 | 19 | -8 | 1 |
| CCOc1ccc(-c2cc(C(=O)NN3CCN(C)CC3)c3cc(Cl)ccc3n2)cc1 | 1 | 107 | 108 | -5 | 1 | -6 | 109 | -4 | 12 | -8 | -1 |

Next results
SMILES	Mcl1-Bid inh	RGS7-Gao	RGS4-Gao reg	Mcl-1 Bim block	Bim-Bcl-2	Bfl-1 Bim block	RGS8-Gao	Bim-Bcl-XL	Mcl1-Noxa inh	Bim-Bcl-B	Bcl-W Bim block
Cc1ccc(S(=O)(=O)NCc2ccc(/C=C(/C#N)C(=O)NCc3ccccc3)o2)cc1	-23	99	83	-4	-7	-14	92	-5	17	-7	-2
CC(C)(C)NC(=O)/C(=C/c1cccnc1)NC(=O)c1ccco1	-10	u	102	x	x	x	100	x	-1	x	x
Cn1c(=O)c2c(nc(CN3CCc4ccccc4C3)n2Cc2ccccc2F)n(C)c1=O	14	102	99	0	0	0	101	0	12	-3	3
CC(C)Cc1nnc(NC(=O)Cc2ccc([N+](=O)[O-])cc2)s1	4	100	105	-1	-5	-6	102	-7	7	-10	-6
Cc1n[nH]c(C)c1S(=O)(=O)N1CCCC(C(=O)N2CCc3ccccc32)C1 (configuration not stated)	-3	100	101	-1	0	-1	96	-2	8	-2	2
CCCCNc1c2c(nc3c(-c4ccccc4)c(C)nn13)CCC2	-25	103	105	-4	-6	-15	104	-8	14	-8	0
O=C(O)c1ccc(-c2ncc[nH]2)cc1	1	101	103	-4	-1	-3	101	0	-5	-4	0
O=S(=O)(Nn1cnnc1)c1ccccc1Cl	24	101	99	-2	-10	-14	101	-9	31	-9	-3
O=C(COC(=O)CCc1ccccc1)Nc1cc(S(=O)(=O)N2CCOCC2)ccc1N1CCCC1	-4	u	102	1	-1	-3	100	0	-25	-4	2
CCc1ccc(/C=N/NC(=O)c2c[nH]c3ccccc23)s1	-8	105	102	0	-3	-10	102	-8	5	-7	-4
O=C(NCCc1ccccc1)C1CCN(S(=O)(=O)c2cccc3nsnc23)CC1	-27	99	98	1	-4	-8	98	-7	5	-7	2
O=C(O)c1ccc(/C=N/N2CCN(Cc3cccc4ccccc34)CC2)cc1	-26	102	105	1	-5	-6	102	0	4	-2	0
COc1cc(S(=O)(=O)N2CCOCC2)ccc1NC(=O)COC(=O)C12CC3CC(CC(C3)C1)C2	-2	101	102	-3	-12	-16	103	-20	x	-15	0
Cc1cc(/C=C2\SC(=S)NC2=O)c(C)n1-c1ccccc1	-49	u	102	x	x	x	102	x	42	x	x
O=c1cc(-c2ccc(O)cc2)oc2ccccc12	-21	114	93	2	1	2	117	1	16	-2	4
O=C(O)CCSc1nnc(COc2cccc3ccccc23)n1-c1cccc(Cl)c1	14	101	105	-1	0	-1	101	-4	19	-3	-1
CCC(C)NC(=O)c1ccc(C(=O)c2ccccc2)cc1 (configuration not stated)	0	103	102	0	1	-4	101	-3	0	-3	2
Cc1cccnc1NC(=S)Nc1ccc(Cl)c(Cl)c1	-24	103	102	-1	2	0	102	-1	17	-8	-2
O=C(Nc1ccc2ccccc2c1)C(c1ccccc1)C1CCCC1 (configuration not stated)	1	100	106	0	0	1	100	3	-12	2	0
O=C(COc1ccccc1C(=O)O)NC1CCCc2ccccc21 (configuration not stated)	-31	u	102	2	-5	-8	100	-2	6	-4	0
O=C(COC(=O)c1ccc([N+](=O)[O-])s1)Nc1ncc(C(F)(F)F)cc1Cl	-8	104	97	-3	-8	-7	98	-6	25	-10	-3
N/C(=N\OC(=O)c1ccc2ccccc2c1)c1ccncc1	5	105	102	1	-7	-6	105	0	-5	-1	-1
O=C(Nc1ccc([N+](=O)[O-])cc1)C1CC1(c1ccccc1)c1ccccc1 (configuration not stated)	-9	94	96	2	0	6	95	0	2	2	2
COC(=O)N/N=C\c1c(C)[nH]n(-c2ccccc2)c1=O	-6	100	98	2	-2	-2	100	0	20	-3	1
CCc1c(C)c(C#N)c2nc3ccccc3n2c1-n1nc(C)cc1C	2	99	98	0	2	0	98	-1	1	0	1
CC12CC3CC(C)(C1)CC(CN)(C3)C2	-26	104	100	0	-3	-11	101	-3	-10	-4	3
CCc1ccc(NC(=O)C(=O)c2cn(CC(=O)N3CCCCC3)c3ccccc23)cc1	8	101	102	-5	-8	-14	101	-12	-57	-13	-5

Compounds as they come, and some 2.7% of all compounds hit somewhere here.
